CHO parental Ca: counter-screen: ATP calcium response change in parental CHO cells; AID 463079; inhibition, % at 5.6 µM; parental CHO-K1, ATP-induced calcium, Fluo-8 fluorescence; 0.63% of 330,000 active;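 active means inhibition above that plate's mean sample inhibition plus 3 SD, cut at about 26% in these data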;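 further: 0% = ATP-challenged DMSO wells and 100% = DMSO wells without ATP; some compounds past the cut are filed as inactive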
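Test system: untransfected parental CHO cell line. Compound: one dose, 5.6 µM nominal. Detection: intracellular calcium via Fluo-8 no-wash fluorescent dye. Measure: % inhibition. Benchmarks: ATP-challenged DMSO wells low, unchallenged DMSO wells high.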
CHO-K1 Ca antag: M1 antagonist counterscreen hit in parental CHO-K1 cells; inhibition, % at 3 µM; 0.6% of 360,000 active; AID 602250; ATP-induced calcium, Fluo-8 fluorescence;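 active means inhibition above a per-plate cutoff, the plate's mean sample inhibition plus 3 SD, cut at about 24% in these data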;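 further: 0% = DMSO plus EC80 ATP and 100% = DMSO alone without ATP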
CHO-K1 Ca PAM: M1 PAM counterscreen hit in parental CHO-K1 cells; AID 602247; 0.02% of 360,000 active; activation, % at 3 µM; ATP EC20, Fluo-8 calcium fluorescence; 0% at ATP EC20, 100% at ATP max;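 active means activation above the run cutoff, the mean activation of all test compounds plus 3 SD, cut at about 40% in these data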;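 further: peak over basal fluorescence ratio in a 140 s read after ATP addition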
TAAR1 agonist: agonists of human TAAR1; Q96RJ0; CHO RD-HGA16 TAAR1, Fluo-8 calcium fluorescence; vehicle wells 0%, saturating PEA agonist 100%; activation, % at 3 µM; 0.99% of 360,000 active; AID 624467;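 active means activation above the mean activation of all test compounds in the run plus 3 SD, cut at about 38% in these data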
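Test system: RD-HGA16 (CHO) cells co-expressing Gα16 and hTAAR1 | Doses: Single dose, 3 µM | Schedule: 17-24 h seeding, 75 min 37 °C dye, 30 min RT | Evaluation: % activation from peak over basal fluorescence ratio, DMSO-to-PEA scaled | Technique: Kinetic Fluo-8 calcium fluorescence | Benchmarks: Low control DMSO, high control PEA (EC100)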
TAAR1 antagonist: antagonists of human TAAR1; 1.5% of 360,000 active; CHO RD-HGA16 TAAR1, Fluo-8 calcium fluorescence, antagonist; Q96RJ0; inhibition, % at 3 µM;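 active means inhibition above a per-plate cutoff, the mean inhibition of test compounds on that plate plus 3 SD, cut at about 49% in these data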;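 further: 0% = DMSO plus EC80 beta-PEA response and 100% = DMSO alone without agonist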
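Test system: hTAAR1-expressing CHO RD-HGA16 cells, Gα16-coupled; Probe or stimulus: EC80 β-phenethylamine stimulus; Compound dosing: single nominal final test compound concentration of 3 µM; Timing: 140 s kinetic read after compound, 140 s after agonist; Signal: Fluo-8 calcium-sensitive fluorescence; Measure: % inhibition of agonist calcium response; Controls: DMSO and EC80 PEA controls.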
CHO-K1 Ca ag: nonselective activator or artifact in parental CHO-K1 cells; Fluo-8 calcium fluorescence; scaled to maximal ATP response, vehicle zero; activation, % at 3 µM; 0.48% of 360,000 active; in the data active means activation above about 15%;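 further: untransfected CHO-K1 host cells lacking M1 receptor as counterscreen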
CHRM1 agonist: activates human CHRM1 receptor | CHO-K1 hM1, Fluo-8 calcium fluorescence, agonist mode; 0% DMSO, 100% acetylcholine EC100 | P11229 | 0.33% of 360,000 active | activation, % at 3 µM;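 active means activation above the run's mean compound activation plus 3 SD, cut at about 16% in these data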;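 further: peak over basal fluorescence ratio within a 140 s kinetic read after compound addition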
Target sequence (P11229 whole entry, looked up): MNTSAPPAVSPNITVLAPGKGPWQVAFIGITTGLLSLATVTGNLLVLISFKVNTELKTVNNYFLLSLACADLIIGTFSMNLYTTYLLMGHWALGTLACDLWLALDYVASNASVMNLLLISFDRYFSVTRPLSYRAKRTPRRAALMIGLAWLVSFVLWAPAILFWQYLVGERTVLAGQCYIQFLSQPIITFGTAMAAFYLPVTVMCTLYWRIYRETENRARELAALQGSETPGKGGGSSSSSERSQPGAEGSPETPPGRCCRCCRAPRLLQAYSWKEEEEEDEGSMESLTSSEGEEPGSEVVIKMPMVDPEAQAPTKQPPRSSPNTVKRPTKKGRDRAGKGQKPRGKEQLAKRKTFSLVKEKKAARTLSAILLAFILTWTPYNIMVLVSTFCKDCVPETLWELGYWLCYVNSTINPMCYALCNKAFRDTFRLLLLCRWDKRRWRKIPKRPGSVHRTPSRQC
M1 antag: blocks human M1 muscarinic receptor; CHO-K1 hM1, Fluo-8 calcium fluorescence, ACh EC80 antagonist; inhibition, % at 3 µM; 1.3% of 360,000 active; AID 588852;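 active means percent inhibition above its own plate's cutoff, namely the mean of that plate's compound wells plus 3 SD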;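 further: peak over basal fluorescence ratio during 140 s after agonist addition; 0% = ACh EC80 plus DMSO and 100% = DMSO alone without agonist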
OXTR potentiator: human OXTR potentiation; P30559; CHO-OTR cells, Fluo-8 calcium fluorescence, potentiator mode; 0% = oxytocin EC15, 100% = EC100; activation, % at 3 µM; 0.061% of 320,000 active; AID 2445;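 active means activation above that plate's cutoff, the mean activation of tested compounds plus 3 SD, cut at about 6.6% in these data, passing the limit was not always enough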;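 further: 100% uses oxytocin at 75 nM as the full agonist control; some results filed as inactive read as strong as hits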
Target sequence (P30559 whole entry, looked up): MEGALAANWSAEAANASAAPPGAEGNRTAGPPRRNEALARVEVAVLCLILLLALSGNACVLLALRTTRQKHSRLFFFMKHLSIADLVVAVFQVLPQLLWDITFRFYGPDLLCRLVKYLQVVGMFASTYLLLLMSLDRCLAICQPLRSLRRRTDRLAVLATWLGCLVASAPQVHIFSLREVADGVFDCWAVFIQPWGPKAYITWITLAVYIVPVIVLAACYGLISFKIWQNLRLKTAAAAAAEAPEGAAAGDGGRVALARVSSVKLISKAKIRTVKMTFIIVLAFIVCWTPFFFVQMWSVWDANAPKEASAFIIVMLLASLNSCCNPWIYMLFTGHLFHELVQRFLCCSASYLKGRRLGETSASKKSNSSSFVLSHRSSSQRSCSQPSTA
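Material: human OTR in CHO cells. Compound: 3.0 µM, one dose. Timing: compound 6 min at room temperature before oxytocin, 100 s read. Evaluation: % activation of max/min ratio relative to oxytocin controls. Replication: single well per compound, singlicate. Signal: Fluo-8 calcium dye fluorescence.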
* hit, by the source's call; x = no result given.

SMILES	CHO parental Ca	CHO-K1 Ca antag	CHO-K1 Ca PAM	TAAR1 agonist	TAAR1 antagonist	CHO-K1 Ca ag	CHRM1 agonist	M1 antag	OXTR potentiator
NC(=O)[C@@H]1CC2(CC(c3cccc(NC(=O)CC(c4ccccc4)c4ccccc4)c3)=NO2)CN1C(=O)c1ccc(Cl)cc1 (stereo not given in full)	-1	12	-11	14	-8	-0.2	-5	20	-3
CCn1c(SCC(=O)NC2CCCCC2)nc2c(c1=O)SC(C)C2 (stereo not given)	-17	-9	20	4	14	0.6	-2	-9	-2
CCn1c(SCC(=O)NCC2CCCO2)nnc1-c1ccc(S(=O)(=O)N2CCN(C)CC2)cc1 (stereo not given)	-2	-15	18	2	-22	2.0	-5	-11	-12
CCOc1ccccc1N1CCN(CC(=O)Nc2ccccc2C(=O)NC2CC2)CC1	-24	4	-13	19	46	5.6	0	16	-2
COc1ccc(NC(=O)n2nc(OC(=O)c3cccs3)cc2N)cc1	-11	-5	11	5	7	0.3	-7	2	-3
O=C(NCCc1ccc(Cl)cc1)c1ccc2nc(N3CCOCC3)sc2c1	-6	-7	17	9	29	2.6	0	-7	-7
Cc1ccc(S(=O)(=O)Nc2cccnc2)cc1C	-6	5	8	1	-2	1.6	-4	-5	-5
O=C(OCC(=O)N1CCCc2ccccc21)c1ccccc1OC(F)F	-14	-17	25	8	23	3.6	0	-5	2
C=CCn1c(=O)c2c(nc3n2CCN3c2cccc(Cl)c2C)n(C)c1=O	-17	14	-6	7	-8	1.0	-5	1	-1
O=C(c1ccc(S(=O)(=O)N2CCCCC2)cc1)c1nnc(-c2ccc(Cl)cc2)o1	x	-9	17	7	-1	0.3	-2	-3	x
c1ccc(CCc2ccncc2)cc1	-5	0	11	8	-3	0.6	-3	-6	-18
O=C(c1cc(Cl)cc(Cl)c1)N1CCC2CC1c1cc(-c3ccc4c(c3)OCO4)ccc12 (stereo not given)	x	-8	20	0	-30	0.1	-1	-7	x
C/C(=N\Nc1ncc(Cl)cc1Cl)c1ccc(OC(F)F)cc1	-11	-7	27	0	6	4.4	-10	3	0
CCCNS(=O)(=O)c1ccc(CCC(=O)NCc2ccc3c(c2)OCO3)cc1	-8	-3	10	10	2	0.3	-3	-13	4
CC(C)CCN(C(=O)c1cc(=O)[nH]c2ccccc12)c1c(N)n(Cc2ccccc2)c(=O)[nH]c1=O	-9	5	-6	8	-27	7.3	-1	-6	3
CCOc1ccc(N2CC(C(=O)Nc3ccccn3)CC2=O)cc1 (stereo not given)	16	-21	17	6	4	0.5	-3	-4	-10
CCOC(=O)C1(Cc2ccccc2C)CCCN(Cc2cc(OC)c(O)c(OC)c2)C1 (stereo not given)	-19	-13	-4	3	1	-0.3	-10	-1	2
Cc1cccn2c(=O)c(/C=C(\C#N)C(=O)NCc3ccccc3)c(N3CCC(C(N)=O)CC3)nc12	-20	-6	-4	-1	-12	0.1	-2	0	-2
c1nnc(NC2=NCCCCC2)s1	-9	-7	9	10	-6	0.2	-7	-3	-8
CC(C)c1ccc(CN2CCN(C(=O)CSc3nnnn3C3CC3)CC2)cc1	-13	-14	8	1	1	7.3	-1	12	-8
COc1ccc(N2C(=S)N(C(=O)c3ccccc3)C(=Nc3ccccc3)C2=Nc2ccccc2)cc1	0	-6	16	2	-14	0.4	-3	2	-3
Cc1ccc(NC(=O)/C(=C/c2ccco2)c2ccccc2)c(C)c1	-15	-15	18	2	10	0.1	-4	-22	-6
Cc1cc(C)nc(SCC(=O)OC(C)C(=O)Nc2ccccc2)n1 (stereo not given)	-7	-5	26	0	1	0.7	-3	-11	-5
Cc1cccc(CS(=O)(=O)Cc2ccc(C(=O)NCC3CCCO3)o2)c1 (stereo not given)	-4	10	3	-1	3	0.0	-4	-4	-4
Cn1c(SCC(=O)Nc2nncs2)nnc1C1CC1	2	1	5	2	-16	2.3	-1	-8	-5

Exported as comma-separated lines: three of the compounds above.
SMILES,CHO parental Ca,CHO-K1 Ca antag,CHO-K1 Ca PAM,TAAR1 agonist,TAAR1 antagonist,CHO-K1 Ca ag,CHRM1 agonist,M1 antag,OXTR potentiator
c1nnc(NC2=NCCCCC2)s1,-9,-7,9,10,-6,0.2,-7,-3,-8
CC(C)c1ccc(CN2CCN(C(=O)CSc3nnnn3C3CC3)CC2)cc1,-13,-14,8,1,1,7.3,-1,12,-8
COc1ccc(N2C(=S)N(C(=O)c3ccccc3)C(=Nc3ccccc3)C2=Nc2ccccc2)cc1,0,-6,16,2,-14,0.4,-3,2,-3

(next part)
SMILES	CHO parental Ca	CHO-K1 Ca antag	CHO-K1 Ca PAM	TAAR1 agonist	TAAR1 antagonist	CHO-K1 Ca ag	CHRM1 agonist	M1 antag	OXTR potentiator
COC(=O)c1nnn(-c2nonc2N)c1CSc1nnc(C)s1	-5	-19	20	5	9	-0.3	-2	-10	-5
O=C(NCc1ccccc1)c1cccc2c(-c3cccnc3)coc12	x	1	4	9	25	7.4	0	1	x
Nc1ccc(C(=O)OCC(=O)Nc2ccc3c(c2)OCO3)cc1[N+](=O)[O-]	-12	-15	21	2	-14	0.0	-3	0	-2
Nc1c(N(Cc2ccco2)C(=O)COc2ccc(Cl)cc2)c(=O)[nH]c(=O)n1Cc1ccccc1	x	-9	10	3	2	-0.3	-3	1	x
CC(C(=O)Nc1nc(-c2ccc(F)cc2)cs1)N1C(=O)C2CC=CCC2C1=O (stereo not given)	6	0	-6	19	78*	13	0	32	-5
Cc1ccc(NCCC(=O)c2ccccc2)cc1Cl	-6	-18	14	2	0	1.8	-3	-18	-2
CCc1nn(CC(=O)NCCC(C)C)c(=O)c2cc3c(OC)cccc3n12	-2	6	2	-1	-5	0.6	-4	-6	-10
COc1cc(C(=O)NCC(=O)OCc2ccccc2Cl)cc(OC)c1OC	-6	-8	4	19	20	8.4	1	1	-19
COc1ccc(-c2ncncc2-c2csc(C)n2)c(O)c1	-8	1	4	2	-23	0.3	-4	-8	-5
CCC(CO)Oc1cc(NC(=O)c2ccc(Cl)cc2)c2ncn(C(C)C)c2c1 (stereo not given)	-15	-20	27	10	8	0.1	-5	-13	4
COc1cc(C(C2=C(O)CC(C)(C)CC2=O)C2C(=O)CC(C)(C)CC2=O)cc(OC)c1OC (stereo not given)	-11	8	-1	3	0	1.7	-7	7	-9
CCCCCCCNC(=O)CC(NS(=O)(=O)c1ccc(NC(C)=O)cc1)C(C)C (stereo not given)	-11	4	-3	6	-6	0.4	-4	6	-1
COc1cccc(/C=N/NC(=O)CCNc2n[nH]c(=O)[nH]c2=O)c1OC	-11	-1	13	5	-10	-0.3	-7	-4	1
Cc1cc(C)n(-c2ccc(C(=O)OCC(=O)NCc3ccc(Cl)cc3)cc2)n1	-13	4	15	3	-4	5.6	-6	2	-12
CCN(CCCNC(=O)CCNC(=O)Cn1cnc2ccccc2c1=O)c1cccc(C)c1	-21	5	0	12	4	-0.3	-6	6	-12
COC(=O)CCS(=O)(=O)c1ccc(Cl)cc1	9	-10	7	6	-18	0.7	-3	0	-5
Cc1ccccc1C(=O)NNc1ccc([N+](=O)[O-])cc1	-10	-5	-5	6	-11	1.5	0	4	-1
O=C(N/C(=C/c1cccnc1)C(=O)N1CCOCC1)c1ccccc1F	-6	-6	15	2	0	4.4	-4	-11	-2
CN1C(=O)CC2(CC(=O)N(Cc3ccccc3)C2)C1=O (stereo not given)	0	-5	10	11	2	0.4	-2	-32	-8
CC(=O)Nc1nnc(SCC(=O)c2ccc3c(c2)Cc2ccccc2-3)s1	-8	-4	8	2	-6	0.8	-1	1	-5
COc1cccc(C(C)(O)c2nc(-c3ccccc3OC)cs2)c1 (stereo not given)	x	3	18	3	-6	0.0	-1	-14	x
COc1ccccc1/C=C/C(=O)NC(=S)NC(C)C	-26	5	5	6	59*	3.1	-3	17	-8
S=c1[nH]nc(-c2ccncc2)n1CC1CCCO1 (stereo not given)	-6	-11	22	4	-10	-0.1	-3	-13	-2
COc1ccc(/C=C2\C(=N)N3N=C(CC(=O)N4CCCCC4)SC3=NC2=O)cc1	5	-7	4	2	-23	0.0	-2	-16	-5
COC(=O)c1ccc2nc(-c3ccc(C)cc3)c(Cc3ccccc3OC)n2c1	x	-7	-4	-1	-3	0.0	-1	-22	x
(continued)
SMILES	CHO parental Ca	CHO-K1 Ca antag	CHO-K1 Ca PAM	TAAR1 agonist	TAAR1 antagonist	CHO-K1 Ca ag	CHRM1 agonist	M1 antag	OXTR potentiator
Cc1nn(-c2ccccc2)c(Cl)c1/C=N/NC(N)=O	3	-12	10	1	-26	0.6	0	-11	-10
CON(C)S(=O)(=O)c1cccc(C(=O)Oc2ccc(N(C)S(=O)(=O)c3ccccc3)cc2)c1	8	-3	9	3	7	4.5	-1	2	-13
CCOC(=O)C1=C(N)Oc2ccc3ccccc3c2C1c1ccc(O)cc1 (stereo not given)	-7	-5	15	6	-2	0.6	-4	-16	0
Cc1nc2ccc(S(=O)(=O)NCC(=O)N3CCc4ccccc4C3)cc2s1	-8	-1	6	-3	-12	0.6	-3	-4	-2
CSc1nnc(-c2sc3cc(C(F)(F)F)cnc3c2-c2cccnc2)n1C	-3	-1	-8	1	-29	0.6	-3	2	-8
CC(C)(C)NC(=O)C(c1ccc(Cl)cc1)N(CCO)C(=O)c1snc(C(N)=O)c1N (stereo not given)	-5	2	14	2	-9	9.1	-3	-8	-10
COc1ccc(CNc2nc3c(c(=O)[nH]c(=O)n3C)n2CCCc2ccccc2)cc1	-12	-6	18	2	-9	0.4	-1	-16	4
CCC(C)c1ccc(NC(=O)COC(=O)C2=COCCO2)cc1 (stereo not given)	-2	-8	9	9	12	0.5	0	-26	-13
NC(=O)c1ccccc1NC(=O)CCN1C(=O)c2ccccc2C1=O	-13	-13	1	12	1	-0.1	-4	-2	3
CCCCn1c(Nc2ccccc2)nc2ccccc21	-13	-13	22	45*	6	5.2	-6	-15	-5
Cc1cccc(NC(=O)CN2NS(=O)(=O)c3ccccc3C2=O)c1	1	7	11	2	5	0.9	-4	-8	0
CCCn1c(SCC(=O)NCCc2ccccc2)nnc1C(C)C	-16	-10	9	1	-29	0.6	-3	-13	2
Cc1cc(NS(=O)(=O)c2ccc(NC(=O)Nc3ccccc3)cc2)no1	-7	21	-4	9	14	-0.7	-5	-1	-8
Oc1ccccc1CNCCCNCc1ccccc1O	-20	8	-2	1	18	-0.1	-3	10	-13
Oc1ccc(Br)cc1CNc1ccccn1	-13	-6	1	-1	4	0.1	-5	-3	1
Cc1ccc(C)c(S(=O)(=O)NNC(=O)c2sc(NS(=O)(=O)c3ccccc3)nc2C)c1	-14	-2	0	-1	-9	0.4	-2	-11	-7
CNc1nc2sc3c(c2c(=O)n1C)CC(C)(C)SC3	12	0	6	2	12	1.6	0	-9	-13
